14-3-3g Raf: modulators of 14-3-3 gamma protein binding, primary screen, biochemical, fluorescence polarization; 14-3-3 protein gamma (Homo sapiens), P61981; FP, 14-3-3gamma / TMR-pS259-Raf peptide binding; inhibition, % at 40 µM; 0.19% of 160,000 active; AID 422, 2006; in the data active means inhibition above about 30%;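 further: 0% = protein plus tracer without compound and 100% = blank with tracer alone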
Target sequence (P61981 whole entry, looked up): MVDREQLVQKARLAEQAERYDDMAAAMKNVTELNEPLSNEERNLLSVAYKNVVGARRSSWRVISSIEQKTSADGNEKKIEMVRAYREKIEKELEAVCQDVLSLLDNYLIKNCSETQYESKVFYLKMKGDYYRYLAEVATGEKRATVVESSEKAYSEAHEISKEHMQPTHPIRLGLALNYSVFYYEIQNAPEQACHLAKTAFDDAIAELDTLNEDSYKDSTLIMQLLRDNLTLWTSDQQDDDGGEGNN
Starred values were filed as active, the others as inactive; & = joins results of further samples. Some of the compounds tested; count on the stated rates, not on these rows.

SMILES	14-3-3g Raf
CSc1cccc(NC(=O)C2CCN(S(=O)(=O)c3ccc(C)cc3)CC2)c1	-6.5
COc1ccc(CNC(=O)c2cc3c(=O)n4ccccc4nc3s2)cc1	2.3
Cc1ccc(-c2nnn(CC(=O)N(c3ccc(F)cc3)C(C(=O)NC3CCCC3)c3ccco3)n2)o1 (stereo not drawn)	-6.2
COc1ccc(NC(=O)CSc2nc3ccc(N4C(=O)c5ccccc5C4=O)cc3s2)c([N+](=O)[O-])c1	-3.5
O=C1C2CCCCC2C(=O)N1c1ccc(Cl)c(C(F)(F)F)c1 (stereo not drawn)	-7.5
O=C1Nc2ccccc2C1=Nc1ccc(-c2nnc3n2CCCCC3)cc1	-2.0
COc1cccc(-c2nc3sc4c(c3c(=O)o2)CCCC4)c1	-16.3
COc1ccc(N2C(=O)C3C(C2=O)C2(C)C=CC3(C)O2)c([N+](=O)[O-])c1 (stereo not drawn)	-6.9
COc1ccc(OC)c(C2CC(c3ccc(OC)c(OC)c3)=NN2S(C)(=O)=O)c1 (stereo not drawn)	-307.4
CC(C)OC(=O)C1C(=O)CC(C)(O)C(C(=O)OC(C)C)C1c1cccc(O)c1 (stereo not drawn)	-4.9&-0.5
CC(C)CCNC(=O)CCn1c(=S)oc2ccccc21	3.0
COc1ccc(NC(=O)C2=C(C)NC(=S)NC2c2ccc(Br)cc2)c(OC)c1 (stereo not drawn)	3.1
CCOc1ccc(C2C(C(=O)OCCOC)=C(C)N=C3SCCC(=O)N32)cc1OC (stereo not drawn)	3.9
CCCCn1c(NCCN(C)C)nc2c1c(=O)[nH]c(=O)n2C	4.8
Cc1cc2cc(CN(Cc3ccco3)C(=O)NCc3ccccc3)c(=O)[nH]c2cc1C	-2.0
CC1CCN(S(=O)(=O)c2ccc3[nH]c(=O)cc(C(=O)NCc4cccnc4)c3c2)CC1	-7.7
CCS(=O)(=O)NCCc1cc2cc(C)c(C)cc2[nH]c1=O	0.2&-0.7
COc1ccccc1CNC(=O)c1sc2nc(-c3cccs3)ccc2c1N	-117.5
Cc1nc2cc(NC(=O)c3ccc([N+](=O)[O-])cc3)ccc2n1-c1ccccc1	8.6
O=C(N1CCC(Cc2ccccc2)CC1)N1c2ccccc2Sc2ccccc21	3.6
CCCCN(CC)S(=O)(=O)c1ccc2c(c1)CCCN2C(C)=O	1.2&-4.4
CCc1ccc(NC(=O)c2cc(S(=O)(=O)N3CCN(c4ccccn4)CC3)ccc2F)cc1	-9.5
Cc1cc2ncn(CC(O)COc3ccccc3C)c2cc1C (stereo not drawn)	-20.0
O=C(CN(C(=O)C1CSC(=O)C1)c1ccccc1F)NCc1ccc2c(c1)OCO2 (stereo not drawn)	2.0
Cc1onc(-c2ccccc2Cl)c1C(=O)Nc1ccc(-n2nncc2-c2ccccc2)cc1	2.0
O=C(Cn1cnc2ccccc2c1=O)NCC(=O)N1CCN(c2ccccn2)CC1	-9.5
O=C(CCCC1=NS(=O)(=O)c2ccccc2N1)N1CCN(c2ccccc2)CC1	-3.2
COC(=O)c1ccc(N2C(=O)CSC2c2ccc(OC)cc2)cc1 (stereo not drawn)	-7.1
O=C(NCCOCc1ccccc1)c1ccccc1I	-3.4
Cc1ccccc1-n1c(Cn2c(=O)sc3ccccc32)nnc1SCC(=O)N1CCOCC1	-4.2
O=C(Nc1ccc2c(c1)OCCO2)c1cccc(C(=O)Nc2ccc3c(c2)OCCO3)c1	-1.7
CC(=O)C1=C(O)C(=O)N(c2ccc(C(=O)O)cc2)C1c1ccccc1 (stereo not drawn)	-1.8
CCC(C)NC(=O)CCNS(=O)(=O)c1ccc(Br)cc1 (stereo not drawn)	-2.5&-3.8
Cc1cc(N2CCN(C)CC2)nc2ccc(NC(=O)CCC(=O)NC3CCCCC3)cc12	3.3
c1ccc(Cc2nnc3sc(Nc4ccccc4)nn23)cc1	-7.5
C/C=C/c1ccccc1OCc1ccc(C(=O)O)o1	-7.5
NC(=O)C1CCCN(Cc2ccc(Cl)cc2)C1 (stereo not drawn)	-6.8
Ic1ccc(CSc2nc3ccccc3[nH]2)cc1	-7.6
CC(=O)c1ccc(NC(=O)C2CCC(C)NC2=O)cc1 (stereo not drawn)	-8.4
O=C1C(=O)N(c2nc3ccccc3s2)C(c2ccc(Br)cc2)/C1=C(\O)c1ccccc1 (stereo not drawn)	-22.1

Pulled by structure from the list above, six records:
SMILES	14-3-3g Raf
CC(=O)C1=C(O)C(=O)N(c2ccc(C(=O)O)cc2)C1c1ccccc1 (stereo not drawn)	-1.8
Cc1ccccc1-n1c(Cn2c(=O)sc3ccccc32)nnc1SCC(=O)N1CCOCC1	-4.2
CC(=O)c1ccc(NC(=O)C2CCC(C)NC2=O)cc1 (stereo not drawn)	-8.4
c1ccc(Cc2nnc3sc(Nc4ccccc4)nn23)cc1	-7.5
O=C(CN(C(=O)C1CSC(=O)C1)c1ccccc1F)NCc1ccc2c(c1)OCO2 (stereo not drawn)	2.0
NC(=O)C1CCCN(Cc2ccc(Cl)cc2)C1 (stereo not drawn)	-6.8

Compounds listed so far with a furan ring, fused or not (three):
SMILES	14-3-3g Raf
Cc1ccc(-c2nnn(CC(=O)N(c3ccc(F)cc3)C(C(=O)NC3CCCC3)c3ccco3)n2)o1 (stereo not drawn)	-6.2
Cc1cc2cc(CN(Cc3ccco3)C(=O)NCc3ccccc3)c(=O)[nH]c2cc1C	-2.0
C/C=C/c1ccccc1OCc1ccc(C(=O)O)o1	-7.5

(continued)
SMILES	14-3-3g Raf
CCCCCCn1c(CN2CCCCC2CC)nc2c1c(=O)n(C)c(=O)n2C (stereo not drawn)	-2.8
COc1ccc(NC(=O)c2cc3c(CO)cnc(C)c3oc2=Nc2ccc(OC)cc2OC)cc1	-38.8
O=C(NCc1ccco1)c1c(O)c2cccc3c2n(c1=O)CC3	-9.0
CCOc1ccccc1NC(=O)Cn1nnc(-c2ccc(OCC)c(OCC)c2)n1	-0.7
Cc1nc2cc(NC(=O)N(C)c3ccc4ccccc4c3)ccc2o1	-58.3
COc1ccc(N(CC(=O)NC2CCCCCCC2)S(=O)(=O)c2c(C)nn(C)c2C)cc1	4.6
O=C1CCCC2=C1C(c1ccc(F)cc1)Nc1ccc(C(=O)c3ccccc3)cc1N2 (stereo not drawn)	-3.0
O=[N+]([O-])c1ccccc1C=CC=Nc1ccc2oc(-c3ccc4ccccc4c3)nc2c1	-2.7
COc1ccc(-c2nc(NC(C)=O)c3c(=O)oc4ccccc4c3n2)cc1OC	-4.2
CCOCCCNC(=O)c1ccc2c(c1)ncn2-c1ccc(C)cc1C	-14.7
CCCc1cc(=O)oc2cc(OC(C)=O)cc(OC(C)=O)c12	-2.8
CCOc1ccc(NC(=O)C2C3C=CC4(O3)C2C(=O)N(C2CCCCC2)C4C(=O)NC2CCCCC2C)cc1 (stereo not drawn)	1.8
O=C(Nc1nc2ccccc2n1Cc1ccccc1)c1ccco1	-7.0
O=C(Nc1nccs1)c1cccc(N2C(=O)c3cccc([N+](=O)[O-])c3C2=O)c1	-59.4
O=C(COc1ccc(S(=O)(=O)N2CCOCC2)cc1)NC1CCCC1	9.8
CCc1ccc(NC(=O)CSc2nnc(-c3cccnc3)n2CC)cc1	-12.7
COc1ccc(NC(=O)c2ccc(Oc3ccc(C(F)(F)F)cc3[N+](=O)[O-])cc2)cc1	5.7
O=C(c1ccc(-n2c(=S)[nH]c3ccccc3c2=O)cc1)N1CCN(c2ccc(F)cc2)CC1	-6.2
CCOc1cc(C2C3=C(CC(C)(C)CC3=O)OC3=C2C(=O)CC(C)(C)C3)cc(I)c1OC	-0.7
N#CCSc1nc2cc(C(=O)NCc3ccccc3Cl)ccc2c(=O)n1Cc1ccccc1	-11.9

Among those listed so far, these have a thiophene ring, fused or not.
SMILES	14-3-3g Raf
COc1ccc(CNC(=O)c2cc3c(=O)n4ccccc4nc3s2)cc1	2.3
COc1cccc(-c2nc3sc4c(c3c(=O)o2)CCCC4)c1	-16.3
COc1ccccc1CNC(=O)c1sc2nc(-c3cccs3)ccc2c1N	-117.5

(list continues)
SMILES	14-3-3g Raf
COc1ccc(N2CCN(C(=O)CSc3nnc(COc4cccc5cccnc45)o3)CC2)cc1	-6.4
O=C(NCCN1CCOCC1)c1nn2c(C(F)(F)F)cc(-c3ccc(Br)cc3)nc2c1Cl	-5.6
CCC1CCCCN1c1nc2c(c(=O)n(C)c(=O)n2C)n1CCSc1nc2ccccc2o1 (stereo not drawn)	4.5
CC(C)OC(=O)CCCCCN1C(=O)CSC1=S	-14.7
O=C(NCCCc1ccccc1)c1cnc2n(c1=O)CCS2	-4.7
CN(C)C(=O)N1CCCC(C(=O)NCc2cccs2)C1 (stereo not drawn)	-6.7
COc1ccccc1CNS(=O)(=O)c1ccc2c(c1)CCN2C(=O)C1CCC1	-9.5
O=C(NCc1ccc(Cl)cc1)c1cccnc1	5.2
Cc1cnc(N)c2c(=O)oc3ccccc3c12	-4.8
O=C1c2cc(N3CCOCC3)c([N+](=O)[O-])cc2C(=O)N1CCc1ccccc1	-5.1
CCC(=O)Nc1cc(-c2nn(C)c(=O)c3ccccc23)ccc1OC	0.5&0.6
CCCOC(=O)COc1cc2oc(=O)c3c(c2cc1Cl)CCCC3	1.0
Nc1nnc(Cc2c[nH]c3ccccc23)s1	-27.1
Cc1cccc(N2CCN(c3nc4ccccc4n4cnnc34)CC2)c1C	0.2
CCOC(=O)c1c(NC(=O)c2cnn3c2NC(c2ccccc2)CC3C(F)(F)F)sc2c1CCCC2 (stereo not drawn)	-13.2
O=C1c2cc([N+](=O)[O-])cc3cc([N+](=O)[O-])cc(c23)C(=O)N1c1ccc(S(=O)(=O)Nc2ccccc2)cc1	-179.2
O=S(=O)(c1cccnc1)N1CCN(Cc2ccc3c(c2)OCO3)CC1	1.3
Cc1ccccc1-n1c(SCC(=O)N2CCCC2)nnc1-c1ccccn1	-5.0
CCOC(=O)c1sc2ncnc(N3CCN(c4ccc(OC)cc4)CC3)c2c1C	-1.5&5.8
O=c1oc2ccc(NS(=O)(=O)c3ccc(Br)cc3)cc2s1	-0.7
CCOC(=O)N1CCN(C(c2ccccc2)c2sc3nc(C)nn3c2O)CC1 (stereo not drawn)	-9.5
Cc1cc(-c2ccccc2)c2ccc3c(-c4ccccc4)cc(C)nc3c2n1	22.6
CN(C)CCCNC(=O)CCC1CCCCC1	-1.5
COc1ccc(-n2nc3c(c2NC(=O)Cc2ccc(OC)c(OC)c2)CS(=O)(=O)C3)cc1	-4.1
COc1ccccc1N1CCN(C(=O)COc2ccc(Cl)cc2Br)CC1	-7.7
O=C(Cn1c(=O)[nH]c2ccsc2c1=O)NCc1ccccc1	-3.3
O=C1CC(N2CCN(CCc3ccccn3)CC2)C(=O)N1c1ccc(Cl)cc1 (stereo not drawn)	-3.0
O=C1c2ccc([N+](=O)[O-])cc2C(=O)N1c1ccc(-c2nc3ccccc3s2)cc1	-9.1
CCSc1nnc2c(n1)OC(c1ccc(C)o1)Nc1ccccc1-2 (stereo not drawn)	-0.6
N#Cc1nc(-c2ccccc2Cl)oc1NCc1ccco1	-4.4
Cc1cc(N2CCN(C)CC2)nc(N2CCOCC2)n1	-6.1
COc1ccc(-n2nc3c(c2NC(=O)c2ccc(S(=O)(=O)N4CCOCC4)cc2)CS(=O)(=O)C3)cc1	1.0
Cc1cc(C(F)(F)F)c(C#N)c(SCC(=O)NC2CC2)n1	-1.8
COC(=O)c1ccc(CC(=O)c2c(C)cc(O)cc2O)o1	-19.3
COc1cc(Br)c(C2CC(=O)Nc3cc(OC)c(OC)cc32)cc1OC (stereo not drawn)	0.5
COc1ccc(CNCC(=O)O)cc1	-1.9
CCOc1ccccc1N1C(=O)C2C(c3ccc(Cl)cc3)OC3(C(=O)c4ccccc4C3=O)C2C1=O (stereo not drawn)	1.9
CCOC(=O)C(NC(=O)c1ccccc1)(N1CCOCC1)C(F)(F)F (stereo not drawn)	-7.9
O=C(O)CC(C(=O)OC1CCCCC1)N1CCOCC1 (stereo not drawn)	3.1
COC(=O)c1cccc(N2C(=O)C3C4C=CC(C4)C3C2=O)c1 (stereo not drawn)	7.3
Cc1ccc(Nc2nc(N)nc(CN3CCN(C(=O)c4ccco4)CC3)n2)cc1Cl	-26.5
Nc1ccc(S(=O)(=O)Nc2nccc(C=Cc3ccccc3F)n2)cc1	-3.1
CC1=C(C(=O)OC(C)C)C(c2ccccc2[N+](=O)[O-])C2=C(CCCC2=O)N1 (stereo not drawn)	-14.4
CC(=O)c1ccc(N2CCN(S(=O)(=O)c3cccc(S(=O)(=O)N4CCOCC4)c3)CC2)cc1	-9.4
CC(=O)C1=C(O)C(=O)N(CCN2CCNCC2)C1c1ccccc1F (stereo not drawn)	-1.3
Cc1ccc(CN2C(=O)C3C(c4ccc(Cl)cc4)OC4(C(=O)c5ccccc5C4=O)C3C2=O)cc1 (stereo not drawn)	-4.9
COc1ccc(Nc2nc3ccccc3nc2NS(=O)(=O)c2ccc(Cl)cc2)cc1OC	5.7
O=[N+]([O-])c1ccc2oc(SCc3nc4ccccn4c3Br)nc2c1	-4.0
CCCCOc1ccc(N2C(N)=NC(N)=NC23CCCCC3)cc1	-1.9
CCCCNS(=O)(=O)c1cc(Br)cc2c1N(C(=O)C1CC1)CC2	-9.4
O=C(CN1CCN(CC(=O)Nc2ccc(Cl)cc2)CC1)Nc1ccc(F)cc1	-1.8
CCN(C(=O)CCc1nc(-c2ccccc2F)no1)c1ccc(OC)cc1	5.5
Cc1cc(=O)oc(C)c1C(=O)NC1CC1	-2.6
Cc1ccc(C2=NN(C(=O)c3ccncc3)C(O)(C(F)(F)F)C2)cc1 (stereo not drawn)	-2.3
CCCN(CCC)CCNS(=O)(=O)c1cccc2cccnc12	-8.0
COc1ccc(CCNS(=O)(=O)c2ccc(Br)cc2)cc1OC	-8.1
COCCCNC(=O)c1cccnc1SCc1ccccc1Cl	-1.7
O=S(=O)(NCCCSC1CCCCC1)c1ccc(Br)cc1	-0.9
COc1cc(C(=O)Nc2sc3c(c2C(N)=O)CC(C)CC3)cc(OC)c1OC (stereo not drawn)	-0.4
CCn1c(COc2ccc(C)cc2)nnc1SCC(=O)Nc1ccc2c(c1)OCCO2	-1.8
COc1ccc(C(=O)N2CC(=O)Nc3ccc(F)cc3C2c2ccc(F)cc2)cc1OC (stereo not drawn)	3.2
Cc1ccccc1-c1noc(-c2cccs2)n1	6.3
CC(=O)c1ccc(N2C(=O)C3C(C2=O)C2(C)c4ccccc4C3(C)c3ccccc32)cc1 (stereo not drawn)	-32.1
